Screens from PubChem BioAssay.
ARNT TACC3 PPI: disruptors of ARNT/TACC3 protein interaction, primary screen, biochemical, AlphaScreen, single concentration; Transforming acidic coiled-coil-containing protein 3 (Homo sapiens), Q9Y6A5; AlphaScreen His-ARNT PAS-B/GST-TACC3 binding, luminescence; TACC3 fragment carries E629A point mutation; inhibition, % at 9.99 µM; actives 0.66% (n = 390,000); AID 623870, 2012;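 active = mean inhibition of replicates at least 50% and at least half of replicates each reaching 50%; inconclusive = half or more replicates reach 50% but mean below 50%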;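 also: 0% = complete ARNT plus TACC3 wells and 100% = ARNT alone without TACC3; many hits fall short of the cut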
C2C12 statin: suppressors of statin myotoxicity in C2C12 myotubes, primary screen, cell-based, single point, plate reader. C2C12 myotubes + simvastatin, ATP luminescence, 48 h; scaled: DMSO 0, geranylgeraniol control 100. rescue of ATP level, % at 7.49 µM. actives 0.78% (n = 330,000). AID 602340, 2012;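 active = mean ATP rescue above about 67%, or every replicate alone reaching that limit, limit read from the data, passing the limit was not always enough; inconclusive = no clear call, values can overlap the other calls; inactive = mean under the limit and some replicate under it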;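 also: myotubes were challenged with 10 µM simvastatin during compound exposure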
Cneo AK release: Cryptococcus neoformans cell lysis inducers, primary screen, AK release luminescence, single concentration. C. neoformans lysis, adenylate kinase release luminescence, 4 h; normalised: neutral wells 0, clomiphene wells 100. lysis activity, % at 15 µM. actives 0.2% (n = 360,000). AID 651654, 2012;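 active = mean lysis activity across replicates of at least 80%, whatever share of replicates individually reach that level; inactive = mean lysis activity below 80%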
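Test system: log-phase Cryptococcus neoformans yeast cells. Input: 5 × 10^6 yeast cells/mL. Medium: fresh YPD growth medium. Doses: single dose. Incubation: static 4 h at 37 °C with compound, 1 h detection. Measured by: luminescent adenylate kinase detection reagent. Read-out: signal increase indicating cell lysis. Benchmarks: Clomiphene.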
SIRT5 inh: SIRT5 desuccinylase inhibitors, primary screen, biochemical, fluorescence imaging, single point, set 5. NAD-dependent protein deacylase sirtuin-5, mitochondrial (Homo sapiens), Q9NXA8. Purified SirT5, succinyl-peptide AMC, trypsin-coupled fluorescence. inhibition, % at 15 µM. actives 1.1% (n = 330,000). AID 652115, 2013; in the data active = inhibition above about 15%; inconclusive = no clear call, values can overlap the other calls
Target sequence (Q9NXA8 whole entry, looked up): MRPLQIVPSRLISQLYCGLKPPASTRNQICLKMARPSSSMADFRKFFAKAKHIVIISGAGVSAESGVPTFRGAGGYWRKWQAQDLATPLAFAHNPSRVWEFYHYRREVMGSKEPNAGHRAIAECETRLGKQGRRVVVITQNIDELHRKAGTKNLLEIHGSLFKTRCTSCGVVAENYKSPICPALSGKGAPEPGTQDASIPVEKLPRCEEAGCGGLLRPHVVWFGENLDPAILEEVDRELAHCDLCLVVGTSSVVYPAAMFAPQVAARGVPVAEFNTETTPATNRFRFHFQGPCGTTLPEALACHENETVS
miR-122 sensor: miR-122 Renilla sensor signal increase in Huh7, primary screen, miR-122 inhibitor project, cell-based, single point, plate reader | AID 602342, 2012 | actives 0.3% (n = 340,000) | Huh7 miR-122 Renilla luciferase sensor, 48 h; neutral wells = 0, positive control = 100 | activation (reporter increase), % at 12.5 µM;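 active = mean replicate activation score at least 90 and every replicate individually at or above 90; inconclusive = only one of the two criteria met; inactive = neither criterion met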;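 also: higher luciferase means less miR-122 activity so hits act as miR-122 inhibitors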
ERp5 block: inhibitors of ERp5-driven insulin aggregation, primary screen, biochemical, turbidity, absorbance 650 nm, single point | inhibition, % at 9.99 µM | 90 min | actives 0.05% (n = 350,000) | Protein disulfide-isomerase A6 (Homo sapiens), Q15084;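 active = mean replicate inhibition above about 25%, with every replicate also reaching it, limit read from the data, passing the limit was not always enough; inconclusive = only one of those two criteria met; inactive = neither criterion met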
Target sequence (Q15084 whole entry, looked up): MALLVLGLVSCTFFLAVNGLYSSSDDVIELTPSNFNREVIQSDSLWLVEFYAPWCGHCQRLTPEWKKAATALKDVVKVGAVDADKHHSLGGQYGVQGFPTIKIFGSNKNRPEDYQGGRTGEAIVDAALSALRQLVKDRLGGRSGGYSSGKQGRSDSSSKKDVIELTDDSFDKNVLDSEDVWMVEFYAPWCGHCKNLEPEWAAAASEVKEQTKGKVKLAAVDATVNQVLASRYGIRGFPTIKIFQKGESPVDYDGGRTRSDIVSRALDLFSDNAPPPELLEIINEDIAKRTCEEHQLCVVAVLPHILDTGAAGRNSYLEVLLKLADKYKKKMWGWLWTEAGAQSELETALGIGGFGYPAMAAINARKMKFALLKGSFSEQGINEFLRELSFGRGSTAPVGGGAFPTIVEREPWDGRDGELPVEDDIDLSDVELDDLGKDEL
esBAF inh: Bmi1 luciferase reporter increase in mESCs, primary screen, esBAF inhibitor project, mouse ES cells, Bmi1 luciferase knock-in, single point; 24 h; 100% = twice the neutral-well signal; AID 602393, 2012; reporter increase, % at 12.5 µM; actives 2% (n = 350,000); in the data active = activation above about 40%; inconclusive = no clear call, values can overlap the other calls;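 also: 0% = median of the plate's neutral control wells and 100% = double that signal; a rise in the Bmi1 reporter signal indicates esBAF inhibition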
* = called active by the depositor; ? = inconclusive; . = not tested or not shown; [ ] = another dose, or the depositor's remark. Hits appear at their usual frequency (roughly 4% active in at least one column).

SMILES | ARNT TACC3 PPI | C2C12 statin | Cneo AK release | SIRT5 inh | miR-122 sensor | ERp5 block | esBAF inh
Cc1ccc(OCc2cc(C(=O)N(C)Cc3cnc4ccccn34)no2)cc1C | -1.7 | -4.3 | 5.0 | -4.6 | 1.7 | 1.7 | -21.9
CNC[C@H]1Oc2ncc(C#CCC3CCCC3)cc2C(=O)N([C@@H](C)CO)C[C@H]1C | 1.1 | . | 0.3 | 0.6 | -5.6[16.7 µM] | 10.9 | -5.2
COc1ccc(C(=O)OCC(=O)NCC2CCCO2)cc1S(=O)(=O)N1CCCc2ccccc21 (configuration not stated) | 5.6 | 8.0 | . | -7.2 | 1.0 | 2.9 | 3.6
Cc1ccc(Nc2cc(C)nn2-c2nc(C)cc(C)n2)cc1 | -0.7 | . | 1.8 | . | -3.6 | . | -15.8
CN1C(=O)c2cc(NC(=O)c3cccc(F)c3)ccc2OC[C@H]2O[C@H](CC(=O)NCc3ccccc3Cl)CC[C@H]21 | -4.1 | 22.2 | -2.0 | 1.7 | -15.6[16.7 µM] | -1.6 | 3.2
COc1ccc(NC(=O)N(C)C[C@@H]2Oc3c(NC(=O)Nc4ccc5c(c4)OCO5)cccc3C(=O)N([C@H](C)CO)C[C@H]2C)cc1 | -6.8 | 16.1 | -5.6 | 1.4 | 7.5[16.7 µM] | 9.2 | -2.0
COc1ccc(/C=C/C(=O)OCC(=O)NCc2cccs2)cc1OC | -1.4 | . | 2.2 | . | 0.2 | -2.3 | .
N#Cc1ccc(-c2ccc3c(c2)[C@@H]2[C@@H](CCN2S(=O)(=O)c2cccc(F)c2)[C@H](CO)N3)cc1 | -38.5 | -19.3 | -9.3 | -5.4 | -4.7[16.7 µM] | 3.2 | -0.1
Cc1cc(CNC(=O)c2cccnc2Cl)c2ccccc2n1 | -3.7 | -6.2 | 3.0 | -2.8 | -5.4 | 7.1 | -5.5
O=S(=O)(c1ccc(F)cc1)N1CC[C@@H]2[C@@H](CO)Nc3ccc(-c4ccccc4F)cc3[C@@H]21 | 13.6 | 15.5 | 4.8 | 7.3 | 67.4[16.7 µM] | ? | -3.4
O=C(O)[C@H](Cc1ccccc1)NC(=O)N1CCOCC1 | -5.3 | -6.3 | 1.9 | . | . | . | 3.3
C[C@@H]1CCCCO[C@@H](CN(C)S(=O)(=O)c2ccc(F)cc2)[C@@H](C)CN([C@@H](C)CO)C(=O)c2cc(NS(=O)(=O)c3ccc(Cl)cc3)ccc2O1 | -4.2 | . | 38.8 | 13.4 | 2.0[16.7 µM] | -0.1 | 9.3
Cn1c(=O)n(-c2cccc(Cl)c2)c(=O)c2c3c(sc21)COC(C)(C)C3 | -2.0 | 2.8 | 1.4 | . | -3.0 | . | -2.0
COc1ccc(NC(=O)c2cccc(S(=O)(=O)Nc3ccc(Br)cc3)c2)cn1 | -4.0 | -7.6 | . | -1.9 | 102.6* | -3.2 | 9.6
C=CCn1c(N)c(C(=O)OCCC)c2nc3ccccc3nc21 | -10.5 | -18.1 | -0.5 | . | 6.3 | . | -8.7
Cc1ccc(C)c(C(=O)CN2C(=O)C(=O)N(C3CCCC3)C2=O)c1 | . | 8.9 | 0.8 | 1.0 | 8.2 | -0.2 | 4.0
Cc1ccccc1C(=O)c1cccn1CC(=O)NCC(C)c1ccccc1 (configuration not stated) | 12.2 | -0.2 | 14.4 | -2.5 | . | 3.1 | 2.8
COc1ccc(N2CC(C(=O)Nc3nc4ccccc4s3)CC2=O)cc1 (configuration not stated) | -6.1 | 7.7 | 0.9 | 8.5 | -10.2 | 2.6 | -8.9
COc1ccc(CN2CCC(CO)(CCOc3ccccc3)CC2)cc1C | -0.3 | -2.3 | 2.5 | -2.3 | -3.3 | 1.2 | 5.9
C[C@@H]1CN([C@@H](C)CO)C(=O)c2cccc(NS(=O)(=O)c3cccs3)c2O[C@@H]1CN(C)Cc1ccncc1 | -10.1 | -2.8 | -5.4 | -2.4 | 2.9[16.7 µM] | 13.7 | -1.8
CC1(C)CC(=O)C(C=NCCN2CCOCC2)=C(O)C1 | 1.3 | -10.6 | 2.1 | . | -2.4 | . | 2.5
COc1cc(C)c(C(=O)CC(=O)c2c(C)cc(OC)cc2C)c(C)c1 | . | . | -0.2 | -1.0 | 2.2 | -0.7 | .
COCC(=O)Nc1ccc2c(c1)C(=O)N(C)C[C@H](OC)[C@@H](C)CN(CC1CCCCC1)[C@H](C)CO2 | -2.7 | 9.8 | 46.2 | 0.2 | -6.1[16.7 µM] | 1.1 | 2.5
OCCC1CN(CCCn2cccn2)CCN1C1CCCCC1 (configuration not stated) | -3.9 | . | . | -2.2 | . | -3.7 | .
C[C@@H]1CN([C@@H](C)CO)C(=O)Cc2cc(NS(=O)(=O)c3ccc(Cl)cc3)ccc2O[C@H]1CN(C)CC1CC1 | 5.5 | 11.4 | 5.7 | 1.7 | -0.9[16.7 µM] | -1.6 | -9.1
CC(=O)N(C)c1ccc(NC(=O)COc2ccc(Br)cc2C)cc1 | -3.6 | -0.6 | 4.6 | 3.3 | -8.3 | ? | 4.4
O=C(Cn1cccc1C(=O)c1ccccc1)NCCc1ccccc1 | 13.4 | 1.8 | -0.7 | -4.4 | 2.4 | -1.7 | -0.3
CC1(c2nnc(-c3ccncc3)o2)CC(c2cccc(Cl)c2)=NO1 (configuration not stated) | -5.3 | -6.0 | 0.9 | -2.1 | . | 0.8 | 5.9
Cc1ccc(S(=O)(=O)CCC(=O)Nc2ccccc2N2CCCC2)cc1 | 2.6 | -3.8 | 2.0 | -8.7 | -4.7 | 8.1 | -4.7
CCOC(=O)c1[nH]c(C)c(C(=O)Nc2ccc(C)cc2C)c1C | -0.8 | -39.0 | -2.7 | . | 45.7 | . | -9.8

Rewritten with each value named: two of the compounds above.
Compound: Cc1ccccc1C(=O)c1cccn1CC(=O)NCC(C)c1ccccc1 (configuration not stated)
  ARNT TACC3 PPI = 12.2
  C2C12 statin = -0.2
  Cneo AK release = 14.4
  SIRT5 inh = -2.5
  miR-122 sensor = .
  ERp5 block = 3.1
  esBAF inh = 2.8
Compound: COc1ccc(N2CC(C(=O)Nc3nc4ccccc4s3)CC2=O)cc1 (configuration not stated)
  ARNT TACC3 PPI = -6.1
  C2C12 statin = 7.7
  Cneo AK release = 0.9
  SIRT5 inh = 8.5
  miR-122 sensor = -10.2
  ERp5 block = 2.6
  esBAF inh = -8.9

Remaining list, next part:
SMILES | ARNT TACC3 PPI | C2C12 statin | Cneo AK release | SIRT5 inh | miR-122 sensor | ERp5 block | esBAF inh
CC1CCCN(CCSc2ccc(Cl)cc2)C1 (configuration not stated) | 9.3 | -10.8 | . | -0.3 | -10.8 | -2.2 | -2.4
Cc1ccc(S(=O)(=O)N2CCCC2CNC(=O)C(=O)NC2CC2)cc1 (configuration not stated) | 14.9 | 10.8 | 2.6 | -2.5 | -7.5 | -7.5 | -7.2
O=C(C[C@@H]1C=C[C@H](NC(=O)Nc2cc(F)ccc2F)[C@@H](CO)O1)NCCCN1CCOCC1 | -5.9 | 4.2 | 17.3 | 1.8 | 7.9[16.7 µM] | -5.5 | -3.1
COc1ccc(C#Cc2ccc3c(c2)[C@@H]2[C@@H](CCN2C(=O)CN2CCOCC2)[C@H](CO)N3C)cc1 | 3.8 | 16.1 | 27.6 | 3.1 | 35.9[16.7 µM] | -3.0 | -1.4
COc1ccc(C2C(C#N)=C(N)OC3=C2C(=O)CC(C)(C)C3)c([N+](=O)[O-])c1OC (configuration not stated) | 1.2 | 3.7 | 2.0 | . | -5.1 | . | 1.2
Cc1ccc(C)c(S(=O)(=O)Nc2ccc(C(=O)N3CCC3)cc2)c1 | 3.1 | 4.1 | -0.7 | -1.9 | ? | -6.1 | -3.0
COc1ccc(NC(=S)N2CCCCCC2)cc1OC | -0.5 | -2.3 | 1.0 | 5.6 | 1.8 | 0.6 | 4.7
COc1ccc(S(=O)(=O)N(C)C[C@H]2OCCCC[C@@H](C)Oc3ccc(NC(=O)c4ccccc4)cc3C(=O)N([C@@H](C)CO)C[C@H]2C)cc1 | 6.5 | . | -2.2 | 5.7 | -0.9[16.7 µM] | 1.8 | 2.1
CCOC(=O)C1=C(N)N2C(=O)C(C)SC2=C(C(=O)OCC)C1c1cc(OC)c(OC)c(OC)c1 (configuration not stated) | 11.8 | . | . | -4.4 | . | 1.1 | .
O=C(NCc1cccnc1)C1c2ccccc2C(=O)N1C1CCCCCCC1 (configuration not stated) | 1.5 | 8.7 | -1.3 | -4.4 | 0.1 | -0.2 | -9.1
CCN(CC)S(=O)(=O)c1cccc(NC(=O)CN(C)Cc2cccc(OC)c2)c1 | 0.3 | -0.8 | 0.2 | 0.0 | 5.2 | -8.3 | 10.9
COc1ccc(OC)c(NC(=O)C2CCCCC2C(=O)O)c1 (configuration not stated) | 1.6 | -11.5 | -2.1 | . | 13.7 | . | -3.9
C[C@H]1CCCCO[C@H](CN(C)C(=O)NC2CCCCC2)[C@@H](C)CN([C@@H](C)CO)C(=O)c2cc(NS(=O)(=O)c3cn(C)cn3)ccc2O1 | 0.5 | -36.6 | 0.1 | -3.1 | -3.2[16.7 µM] | 1.8 | 6.9
O=C(O)CCn1cc(-c2ccc(Cl)cc2)nc1-c1ccncc1 | -6.0 | -18.5 | -4.8 | . | -1.1 | 1.7 | -1.7
O=C(CC(F)(F)F)N1C[C@@H]2[C@H](c3ccccc31)[C@H](CO)N2C(=O)C1CCOCC1 | -2.9 | -13.6 | 1.1 | -1.0 | 0.0[16.7 µM] | 1.5 | -1.7
Cc1ccsc1/C=N/NC(=O)Cc1ccc(Cl)cc1 | -6.5 | 17.2 | 0.9 | -1.2 | -4.2 | 0.2 | 16.3
CCCC12CN3CCN(CC(C3)/C1=N\NC(=O)c1ccccc1Cl)C2 | -4.0 | 1.6 | . | -1.1 | -5.0 | 1.6 | -5.0
C[C@@H]1CCCCO[C@@H](CN(C)C(=O)c2ccccc2)[C@H](C)CN([C@H](C)CO)C(=O)c2cc(NS(=O)(=O)c3ccc(F)cc3)ccc2O1 | 1.7 | . | -1.7 | 3.5 | -7.1[16.7 µM] | 0.8 | 9.1
C[C@H](O)[C@@H]1C(=O)N2CCc3ccc(N4CCOCC4)cc3[C@@H]2C[C@@H]1N(C)C(=O)Nc1ccccc1 | -3.8 | 5.0 | 0.1 | 0.2 | -0.1 | -0.3 | -1.0
CC1CCC(NC(=O)CCS(=O)(=O)c2ccc3c(c2)NC(=O)C(C)S3)CC1 (configuration not stated) | -41.6 | -7.0 | 2.9 | -2.0 | -1.7 | 3.5 | 4.0
CNC(=S)N(Cc1ccco1)Cc1cc2cc3c(cc2[nH]c1=O)OCCO3 | 2.7 | . | . | -1.8 | . | -0.9 | .
Cc1noc(C)c1S(=O)(=O)N1CCC2(CC1)OCCO2 | 1.9 | -15.8 | 4.9 | . | -2.1 | . | -11.5
CCOc1ccc(S(=O)(=O)N2CCCC(C(=O)NCC3CCCO3)C2)cc1 (configuration not stated) | -5.8 | . | 6.1 | 6.0 | . | 0.0 | .
CSc1ccc(OC2CCCCC2NS(=O)(=O)c2ccc(Cl)cc2)cc1 (configuration not stated) | -11.6 | . | . | -4.3 | . | 3.3 | .
O=C(C[C@H]1CC[C@@H](NC(=O)C2CCC2)[C@@H](CO)O1)NCc1ccccc1Cl | -5.2 | -2.6 | -0.8 | 3.7 | . | -1.3 | 2.7
